Screening data from PubChem.
APOBEC3G inh = APOBEC3G DNA deaminase inhibitors, primary screen, biochemical, fluorescence, single-stranded DNA substrate, uHTS | inhibition, % at 20 µM | AID 493012, 2011 | recombinant A3G, ssDNA deamination FAM/TAMRA fluorescence | actives 0.28% (n = 330,000) | DNA dC->dU-editing enzyme APOBEC-3G (Homo sapiens), Q9HC16;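 active means inhibition of at least 40% at 20 µM, with no more than 30% in the related APOBEC3A deaminase screen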;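 further: plate controls were DMSO wells with A3G for no effect and wells lacking A3G enzyme for full effect; some compounds called inactive have numbers as strong as hits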
Target sequence (Q9HC16 whole entry, looked up): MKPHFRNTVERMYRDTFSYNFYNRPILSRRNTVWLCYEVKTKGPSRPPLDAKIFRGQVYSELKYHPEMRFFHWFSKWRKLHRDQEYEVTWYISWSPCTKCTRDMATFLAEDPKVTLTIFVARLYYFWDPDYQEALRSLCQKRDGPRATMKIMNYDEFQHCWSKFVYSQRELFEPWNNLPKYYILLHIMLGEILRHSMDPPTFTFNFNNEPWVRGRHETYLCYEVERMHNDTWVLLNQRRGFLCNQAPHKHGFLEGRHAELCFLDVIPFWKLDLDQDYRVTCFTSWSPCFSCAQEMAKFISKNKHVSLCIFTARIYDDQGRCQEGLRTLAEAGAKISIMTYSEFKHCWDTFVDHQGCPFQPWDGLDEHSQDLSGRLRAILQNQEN
CCR6 antagonist = CCR6 receptor antagonists, primary screen, cell-based, CHO-K1, luminescence, beta-arrestin, uHTS; CHO-K1 CCR6 PathHunter beta-arrestin, CCL20-stimulated; actives 0.49% (n = 340,000); inhibition, % at 20 µM;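 active means compounds whose inhibition of the agonist-driven luminescence signal at 20 µM reaches about 50%, limit read from the data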;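 further: cells stimulated with CCL20 at 14 nM final; plate controls were DMSO with CCL20 for no effect and DMSO without agonist for full effect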
Target sequence (P51684 whole entry, looked up): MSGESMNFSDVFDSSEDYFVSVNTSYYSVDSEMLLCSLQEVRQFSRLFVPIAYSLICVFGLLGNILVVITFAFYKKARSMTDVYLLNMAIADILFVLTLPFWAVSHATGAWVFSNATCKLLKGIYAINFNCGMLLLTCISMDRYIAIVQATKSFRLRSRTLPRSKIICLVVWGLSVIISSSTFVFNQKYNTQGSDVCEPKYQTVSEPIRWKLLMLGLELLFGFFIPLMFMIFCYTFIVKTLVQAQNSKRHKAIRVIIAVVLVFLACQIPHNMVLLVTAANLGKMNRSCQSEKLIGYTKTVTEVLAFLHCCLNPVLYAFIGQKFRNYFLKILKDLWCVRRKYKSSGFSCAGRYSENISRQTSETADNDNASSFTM
Gli-Sufu antag = Gli-Sufu pathway antagonists, primary screen, luciferase luminescence, Sufu-KO-LIGHT cells, uHTS; Sufu-KO-LIGHT fibroblasts, Gli luciferase reporter luminescence; inhibition, % at 5 µM; actives 0.74% (n = 340,000); AID 588413, 2011;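 active means inhibition above about 55%, limit read from the data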;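 further: 0% = DMSO-treated cells and 100% = wells with medium but no cells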
CXCR6 inh = CXCR6 receptor inhibitors, primary screen, cell-based, beta-arrestin, luminescence, CHO-K1 PathHunter, 1536-well. actives 0.36% (n = 360,000). inhibition, % at 20 µM; in the data active means inhibition above about 34%, passing the limit was not always enough;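 further: antagonist mode with CXCL16 agonist at 10 nM final; 0% = 10 nM CXCL16 with DMSO and 100% = unstimulated wells without agonist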
EBI2 antag = EBI2 receptor antagonists, beta-arrestin recruitment, primary screen, cell-based, luminescence, 7a,25-OHC stimulation, uHTS. inhibition, % at 5 µM. actives 0.81% (n = 360,000). 7a,25-OHC stimulated; in the data active means inhibition above about 38%;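 further: enzyme fragment complementation signal reports receptor beta-arrestin coupling in cells; 0% = agonist plus DMSO wells and 100% = wells without agonist; some results beyond the cut were filed as inactive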
MPTP inh = mitochondrial permeability transition pore inhibitors, primary screen, biochemical, isolated mouse mitochondria, absorbance; Ca2+ swelling absorbance, 30 min; inhibition, % at 10 µM; actives 1.4% (n = 360,000);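 active means inhibition of 50% or more, scaled per plate between neutral and stimulator controls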;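 further: 0% = DMSO wells given calcium and 100% = 1 mM EGTA wells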
NR3A LBD binder = binders of NR3A ligand-binding domain, primary screen, biophysical, differential scanning fluorimetry, uHTS; Glutamate receptor ionotropic, NMDA 3A (GRIN3A) ligand-binding domain; NR3A LBD differential scanning fluorimetry, Tm shift; 0% = protein alone, 100% = glycine-bound protein; Tm shift relative to glycine control, % at 25 µM; actives 2.5% (n = 340,000);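 active means melting temperature shift of at least 10% of the positive control shift, at one fixed dose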
A3A deaminase = APOBEC3A ssDNA deaminase inhibitors, primary screen, selectivity assay for APOBEC3G inhibitor project, biochemical, FAM/TAMRA oligo cleavage fluorescence; DNA dC->dU-editing enzyme APOBEC-3A (Homo sapiens), P31941; recombinant A3A, FAM/TAMRA ssDNA deamination fluorescence; inhibition, % at 20 µM; actives 0.41% (n = 330,000);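 active means at least 40% inhibition at 20 µM here, with at most 30% in a related deaminase screen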;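 further: plate controls were A3A with DMSO for no effect and wells lacking A3A enzyme for full effect; some results filed as inactive read as strong as hits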
Target sequence (P31941 whole entry, looked up): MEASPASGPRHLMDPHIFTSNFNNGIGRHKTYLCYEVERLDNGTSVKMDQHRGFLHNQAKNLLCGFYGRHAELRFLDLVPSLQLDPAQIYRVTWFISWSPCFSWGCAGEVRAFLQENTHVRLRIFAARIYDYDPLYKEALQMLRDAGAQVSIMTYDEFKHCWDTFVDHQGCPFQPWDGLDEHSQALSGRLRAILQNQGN
An asterisk follows results filed as active; x = no result given.

Short keys: A = APOBEC3G inh; B = CCR6 antagonist; C = Gli-Sufu antag; D = CXCR6 inh; E = EBI2 antag; F = MPTP inh; G = NR3A LBD binder; H = A3A deaminase
Cc1csc2c(N3CCN(C(=O)Nc4ccccc4)CC3)ncnc12
  A: -4; B: 6; C: 16; D: -14; E: -13; F: 54*; G: 2; H: -1

CCNc1nn2ccccc2c1/C=C(\C#N)C(=O)OCC
  A: -4; B: 9; C: 2; D: 6; E: 1; F: 0.0; G: 2; H: -3

O=C(N/N=C/c1ccccc1)c1ccc(OCc2ccccc2)cc1
  A: -11; B: 0; C: -11; D: 4; E: 30; F: -0.6; G: -10; H: -2

O=C(Nc1ccc(-c2nnco2)cc1)c1ccccc1
  A: -5; B: 10; C: -6; D: 0; E: -2; F: -2.6; G: -12; H: -2

CC(C)Cc1nnc(NC(=O)CN2C(=O)NC3(CCCC3)C2=O)s1
  A: -3; B: -9; C: -9; D: -1; E: -1; F: -0.6; G: -2; H: 0

Cc1c(Nc2ncnc3nc[nH]c23)c(=O)n(-c2ccccc2)n1C
  A: -6; B: -9; C: -7; D: 10; E: -4; F: 0.8; G: -1; H: -2

COc1cccc(CC(O)CC2c3c(cc4c(c3OC)OCO4)CCN2C)c1 (stereo not given)
  A: x; B: 2; C: 1; D: 7; E: -5; F: 2.3; G: 3; H: x

COc1cccc(CN2CCC(C(=O)N3CCN(Cc4ccc5c(c4)OCO5)CC3)CC2)c1OC
  A: -6; B: 12; C: 0; D: -2; E: -4; F: 2.3; G: 0; H: 5

O=C(c1cn(-c2ccccc2)nc1-c1cccnc1)N1CCN(S(=O)(=O)c2ccccc2F)CC1
  A: -8; B: -4; C: x; D: 4; E: 13; F: -0.4; G: -2; H: 1

CCOC(=O)C1CCCN(CCC(C)c2ccccc2)C1 (stereo not given)
  A: -7; B: 11; C: 5; D: 12; E: -13; F: 0.9; G: -2; H: 3

MPTP inh: hit marks shown above
compound	APOBEC3G inh	CCR6 antagonist	CXCR6 inh	EBI2 antag	MPTP inh	NR3A LBD binder	A3A deaminase
Cc1csc2c(N3CCN(C(=O)Nc4ccccc4)CC3)ncnc12	-4	6	-14	-13	54*	2	-1

Next part:
Short keys: A = APOBEC3G inh; B = CCR6 antagonist; C = Gli-Sufu antag; D = CXCR6 inh; E = EBI2 antag; F = MPTP inh; G = NR3A LBD binder; H = A3A deaminase
N#Cc1c(NC(=O)CN2CCN(S(=O)(=O)c3ccc4c(c3)OCCO4)CC2)sc2c1CCC2
  A: 1; B: -10; C: -9; D: -1; E: -9; F: 4.9; G: 0; H: 5

COc1ccc(C(=O)NCC(=O)N/N=C/c2ccc([N+](=O)[O-])s2)cc1OC
  A: -7; B: 8; C: 14; D: -6; E: -3; F: 0.7; G: -2; H: 5

COc1ccccc1N1CCN(C(=O)c2cc3cc(Cl)ccc3[nH]2)CC1
  A: 14; B: -12; C: 3; D: -8; E: 89*; F: 1.4; G: -7; H: 1

CCN(CC(=O)Nc1ccccc1C(F)(F)F)C(=O)CSCc1c(C)noc1C
  A: -6; B: -3; C: -3; D: 0; E: -4; F: 1.0; G: 3; H: -1

O=C(CCc1nnc2ccc(N3CCC4(CC3)OCCO4)nn12)Nc1cc(F)ccc1F
  A: -1; B: 17; C: -7; D: 4; E: -8; F: -0.2; G: -2; H: -4

O=c1c(Cc2ccc(F)cc2)c(O)ccn1CCCn1ccnc1
  A: -4; B: 3; C: 1; D: -8; E: 5; F: 1.0; G: 2; H: -4

CC(=O)OCc1cc(=O)n(C)c(=O)n1C
  A: -10; B: -6; C: 0; D: -4; E: -4; F: -2.7; G: 1; H: 12

Cc1nc(N)sc1-c1ccccc1
  A: x; B: 9; C: 2; D: -3; E: -8; F: -0.9; G: -1; H: x

Cc1ccn(C(=O)c2cc3cc(Cl)ccc3oc2=O)n1
  A: -1; B: 0; C: 2; D: -4; E: 4; F: -0.3; G: 1; H: 2

CCOC(=O)c1c(NC(=O)CSc2nnc(Cc3ccccc3)o2)sc(C(C)=O)c1C
  A: -6; B: -15; C: 19; D: -9; E: -20; F: 29; G: 0; H: -2

CCn1nnc(-c2ccccc2NC(=O)C(F)(F)F)n1
  A: 3; B: -14; C: -8; D: -1; E: -2; F: -0.8; G: 0; H: 1

O=C(Nc1ccc(Oc2ccccc2)nc1)C1CCN(Cc2ccccc2)CC1
  A: -2; B: 10; C: 65*; D: 0; E: 24; F: 1.8; G: -1; H: 0

CC(C)(C)NC(=O)COC(=O)c1ccc(Cl)nc1
  A: -7; B: -7; C: -2; D: -3; E: -19; F: 1.7; G: -4; H: -1

CCOC(=O)C(=O)Nc1ccc(S(=O)(=O)Nc2nccs2)cc1
  A: 4; B: 0; C: -9; D: 0; E: -7; F: 2.4; G: 1; H: 3

CCCCCCNC(=O)Cc1nc2nc(C)cc(C)n2n1
  A: -4; B: 8; C: 0; D: 6; E: -5; F: -0.9; G: -1; H: 2

O=C(NNC(=S)Nc1ccccc1)C1CCCCC1
  A: -7; B: 10; C: -1; D: 10; E: 16; F: -2.3; G: 0; H: -1

Cn1c(CN2CCOCC2)nnc1SCC(=O)Nc1cc(Cl)ccc1Cl
  A: -2; B: 17; C: 0; D: -8; E: -3; F: 1.2; G: -1; H: -3

COC(=O)CSc1nnc(SCc2ccc(OC)cc2)s1
  A: -7; B: -20; C: 3; D: -4; E: -7; F: -1.6; G: -2; H: -6

O=C(CCNC(=O)Cn1ccc2ccccc2c1=O)NCCc1ccccc1Cl
  A: -4; B: 2; C: 5; D: -2; E: 1; F: 0.7; G: 4; H: 1

CCOc1ccccc1NC(=O)CSc1nnc(-c2cnccn2)n1CC
  A: -2; B: 14; C: -6; D: 1; E: -8; F: 0.2; G: -1; H: 3

COCCSc1ccccc1C(=O)Nc1ccncc1
  A: -3; B: 2; C: 5; D: -8; E: -7; F: -0.5; G: -1; H: -1

CC(C)C(OC(=O)c1cccc(S(=O)(=O)NCC(F)(F)F)c1)C(=O)NC(N)=O (stereo not given)
  A: 3; B: 3; C: -21; D: -1; E: -2; F: 0.4; G: -4; H: 11

CC(C)CC(NS(=O)(=O)OCC(Cl)(Cl)Cl)c1ccccc1 (stereo not given)
  A: 2; B: 19; C: 8; D: -12; E: -9; F: 36; G: -9; H: 6

Cc1cc([N+](=O)[O-])nn1Cc1ccc(F)cc1
  A: x; B: 10; C: 1; D: 0; E: -3; F: 2.2; G: 1; H: x

CN1CCc2nc(SCc3ccc(Cl)cc3)c(C#N)c(-c3cccs3)c2C1
  A: -4; B: 74*; C: -2; D: x; E: x; F: x; G: -3; H: -10

Cc1ccc(N2C(=O)N3[C@@H]4c5ccccc5OC[C@@H]4[C@@H](c4ccccc4)[C@@]3(C)C2=O)cc1
  A: -8; B: 16; C: -11; D: 1; E: 23; F: -0.7; G: 0; H: -5

COC(=O)C1=C(N)Oc2cc(C)[nH]c(=O)c2C1c1ccncc1 (stereo not given)
  A: 0; B: 15; C: 1; D: 1; E: -6; F: -1.5; G: -1; H: -1

C=CCOc1ccc(-c2nc3c(c(=O)[nH]c(=O)n3CCCC)n2C)cc1OC
  A: -3; B: 5; C: 5; D: -4; E: -8; F: -0.6; G: -3; H: 2

O=C(COC(=O)CCc1c[nH]c(=O)[nH]1)Nc1ccccc1Cl
  A: 0; B: -12; C: 5; D: 3; E: -12; F: -1.5; G: 1; H: 0

COc1c(C(C)C)cc(NC(C)=O)cc1C(C)C
  A: -2; B: -4; C: -4; D: 9; E: -3; F: -0.6; G: -1; H: 2

CCOC(=O)c1ccc(NS(=O)(=O)c2c(N)[nH]c(=O)[nH]c2=O)cc1
  A: 0; B: -11; C: -3; D: 1; E: 0; F: 0.5; G: -2; H: -1

CC(=O)NCCC(=O)Nc1ccc(C(N)=O)cc1
  A: -17; B: -11; C: 8; D: -4; E: -3; F: -0.9; G: -1; H: 1

CC(C)CN1CCN(C(=O)CCc2nnc(Cc3c[nH]c4ccccc34)o2)[C@@H](C)C1=O
  A: 0; B: -5; C: -5; D: -7; E: 5; F: 1.5; G: -1; H: 1

Cc1nn(-c2ccccc2)c(C)c1NC(=O)c1cccs1
  A: -2; B: 13; C: -7; D: 2; E: 0; F: 0.4; G: -2; H: -4

O=c1c(Cc2ccc(F)cc2)c(O)ccn1Cc1cccc(Cl)c1
  A: -7; B: 3; C: 2; D: -2; E: -8; F: 3.5; G: -15; H: 8

COCC1CCCN(C(=O)c2cc(COc3ccc(C(C)=O)cc3)on2)C1 (stereo not given)
  A: -3; B: 5; C: -46; D: -6; E: 3; F: -0.3; G: 2; H: 1

O=C(NC1CCOc2ccccc21)c1ccc(Cl)nc1 (stereo not given)
  A: -5; B: 9; C: -16; D: 3; E: -1; F: -2.0; G: 0; H: -2

COc1ccc2[nH]c(C(=O)N/N=C/c3cc(OC)c(OC)c(OC)c3)cc2c1
  A: -6; B: 8; C: -4; D: 1; E: -9; F: 0.3; G: -2; H: -2

CCOC(=O)C1=CN(Cc2ccco2)S(=O)(=O)N(C)C1c1ccc(F)c(Cl)c1 (stereo not given)
  A: 4; B: 29; C: 3; D: 8; E: 10; F: -3.2; G: 1; H: 4

Cc1cc(C)n2nc(C(=O)OCC(=O)c3ccccc3Cl)nc2n1
  A: -6; B: 2; C: -4; D: 2; E: -8; F: -0.1; G: 0; H: -4

A few values from above.
In Gli-Sufu antag, `CC(=O)NCCC(=O)Nc1ccc(C(N)=O)cc1` has the entry 8
In EBI2 antag, `CC(C)CN1CCN(C(=O)CCc2nnc(Cc3c[nH]c4ccccc34)o2)[C@@H](C)C1=O` has the entry 5

Additional structures follow.
Short keys: A = APOBEC3G inh; B = CCR6 antagonist; C = Gli-Sufu antag; D = CXCR6 inh; E = EBI2 antag; F = MPTP inh; G = NR3A LBD binder; H = A3A deaminase
Cn1c(=O)c([N+](=O)[O-])c(NCCc2ccccc2)c2ccccc21
  A: -6; B: 8; C: 10; D: 17; E: -5; F: 10; G: -15; H: -1

CCCCN(CCCC)S(=O)(=O)c1ccc2oc(C(=O)N3CCOCC3)c(C)c2c1
  A: -6; B: 17; C: -2; D: 1; E: 8; F: -0.6; G: 2; H: -2

CCC(C(=O)OCC(=O)Nc1c(Cl)cccc1Cl)c1ccccc1 (stereo not given)
  A: 5; B: 6; C: -11; D: 0; E: 0; F: 0.8; G: 1; H: -1

CN(C)C(=S)SCC(=O)NCc1ccc(F)cc1
  A: -8; B: 6; C: -9; D: -2; E: -6; F: -1.1; G: -1; H: -4

CCCCC(CCC(=O)Nc1ccc(C(=O)OCC)cc1)C(=O)O (stereo not given)
  A: -8; B: 9; C: -1; D: 1; E: -9; F: 0.1; G: -21; H: -4

Cc1cc(NC(=O)C(C)(C)C)no1
  A: -8; B: -10; C: 3; D: 7; E: -4; F: -1.4; G: -1; H: -2

CC(=O)c1cccc2c(O)c(C3=Nc4ccccc4C3=O)[nH]c12
  A: 1; B: 36; C: -14; D: 9; E: 1; F: 10; G: 0; H: 4

COc1ccc(NC(=S)N2CCC(c3ccc(C)cc3)C2)cc1 (stereo not given)
  A: -2; B: 12; C: 3; D: 2; E: 46*; F: 0.9; G: -3; H: -1

COc1ccccc1/C=C(/C(=O)OCC(=O)N(C)Cc1ccccc1)c1ccccc1
  A: 1; B: 6; C: 5; D: -2; E: 1; F: 1.5; G: -1; H: 3

O=C(Cc1cccs1)N(Cc1cccs1)C1(C(=O)NC2CCCC2)CCCCC1
  A: -2; B: -2; C: 14; D: 13; E: 21; F: 0.8; G: 1; H: 3

Cn1nc(C(F)(F)F)c(CNC(=O)C(C)(C)CCl)c1N1CCOCC1
  A: -2; B: 2; C: 17; D: 3; E: -4; F: -1.6; G: 0; H: 0
